Bioassay records from PubChem BioAssay.
Yp Topo-I inh: Yersinia pestis topoisomerase I inhibitors, primary screen, biochemical, cleavage product accumulation, plate reader, single point; hit rate 0.064% among 360,000; Y. pestis Topo-I cleavage product accumulation; DNA topoisomerase I (Yersinia pestis CO92); activity, % at 10 µM; in the data active means activity above about 50%, passing the limit was not always enough; inconclusive means no clear call, values can overlap the other calls; further: inactives centre near 2
SSB-PriA inh: inhibitors of Klebsiella pneumoniae PriA binding to SSB C-terminal tail, primary screen, biochemical, AlphaScreen; inhibition, % at 33 µM; AlphaScreen SSBct-PriA binding, biotinylated peptide; PriA–SSB C-terminal tail interaction (Klebsiella pneumoniae); hit rate 0.6% among 430,000; in the data active means inhibition mostly above about 37%, no sharp cut-off; inactive means mostly below about 20%;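 further: plate controls were negative control peptide for no effect and reference peptide for full effect; strong numbers were not always called active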
TcdB GH inh: TcdB glycohydrolase inhibitors, primary screen, biochemical, single point, plate reader; Toxin B (Clostridioides difficile), P18177; TcdB glycohydrolase enzymatic assay; inhibition, % at 9.99 µM; hit rate 0.24% among 350,000; in the data active means inhibition above about 10%
PfHsp40 yeast: rescue of yeast from PfHsp40 toxicity, primary screen, S. cerevisiae, ATP luminescence; S. cerevisiae expressing PfHsp40, growth rescue; growth rescue, % at 12.5 µM; hit rate 0.68% among 340,000; AID 504582, 2011; in the data active means growth rescue above about 28%, passing the limit was not always enough; inconclusive means no clear call, values can overlap the other calls;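 further: yeast W303a lacking pdr1 and pdr3 grown in galactose medium; growth measured after three days at 30 °C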
DUSP3 inh: VHR1 phosphatase inhibitors, primary screen, biochemical, absorbance, uHTS; recombinant VHR phosphatase, pNPP absorbance; hit rate 0.52% among 290,000; inhibition, % at 13.3 µM; Dual specificity protein phosphatase 3 (Homo sapiens), P51452; in the data active means inhibition above about 50%; further: some compounds called inactive have numbers as strong as hits
Target sequence (P51452 whole entry, looked up): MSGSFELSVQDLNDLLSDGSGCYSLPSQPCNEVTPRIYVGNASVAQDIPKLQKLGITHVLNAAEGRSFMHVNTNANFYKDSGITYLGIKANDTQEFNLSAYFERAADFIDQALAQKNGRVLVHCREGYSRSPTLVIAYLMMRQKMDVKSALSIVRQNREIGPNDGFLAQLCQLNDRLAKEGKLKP
Anthrax LF prot: Bacillus anthracis LF protease inhibitors, primary screen, biochemical, multiplex microsphere, MLPCN library. multiplex microsphere protease cleavage assay. AID 588501, 2011. inhibition, % at 10 µM. hit rate 0.12% among 360,000; further: plate controls were buffer without enzyme for full effect and enzyme alone for no effect
Target sequence (P15917 whole entry, looked up): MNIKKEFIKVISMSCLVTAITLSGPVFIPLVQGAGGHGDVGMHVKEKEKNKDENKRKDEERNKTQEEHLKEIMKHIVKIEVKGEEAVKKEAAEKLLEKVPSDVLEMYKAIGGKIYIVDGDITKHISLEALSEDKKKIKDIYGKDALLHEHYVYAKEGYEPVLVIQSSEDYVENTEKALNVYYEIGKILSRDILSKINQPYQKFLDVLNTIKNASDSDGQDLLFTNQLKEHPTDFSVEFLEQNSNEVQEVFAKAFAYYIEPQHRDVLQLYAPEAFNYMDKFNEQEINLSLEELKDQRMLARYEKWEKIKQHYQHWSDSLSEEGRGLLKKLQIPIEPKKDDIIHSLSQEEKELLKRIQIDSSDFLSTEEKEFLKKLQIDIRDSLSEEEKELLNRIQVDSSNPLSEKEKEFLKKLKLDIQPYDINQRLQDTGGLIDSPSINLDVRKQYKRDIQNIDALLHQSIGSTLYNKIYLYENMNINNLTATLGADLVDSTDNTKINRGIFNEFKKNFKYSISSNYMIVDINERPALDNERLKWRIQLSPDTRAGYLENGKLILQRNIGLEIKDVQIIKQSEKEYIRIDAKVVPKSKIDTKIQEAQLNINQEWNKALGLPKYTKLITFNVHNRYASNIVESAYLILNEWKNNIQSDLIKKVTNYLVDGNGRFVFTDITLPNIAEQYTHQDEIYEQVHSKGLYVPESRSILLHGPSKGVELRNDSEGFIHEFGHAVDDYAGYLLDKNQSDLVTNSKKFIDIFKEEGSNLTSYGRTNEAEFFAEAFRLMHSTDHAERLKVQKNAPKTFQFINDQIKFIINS
CCHF vOTU inh: CCHFV vOTU protease inhibitors, primary screen, biochemical, Pep-AMC substrate, fluorescence; inhibition, % at 11.5 µM; AID 651958, 2012; hit rate 0.55% among 370,000; Crimean-Congo hemorrhagic fever virus L polyprotein viral ovarian tumor (vOTU) protease …; in the data active means inhibition above about 30%; further: 0% = vehicle wells with enzyme and 100% = no enzyme wells
3CLpro inhibitor: SARS-CoV 3CLpro protease inhibitors, primary screen, biochemical, quenched FRET; Replicase polyprotein 1ab (Severe acute respiratory syndrome coronavirus), P0C6X7; inhibition, % at 6 µM; recombinant SARS-CoV 3CLpro, quenched FRET peptide cleavage; hit rate 0.14% among 290,000; AID 1706, 2009; in the data active means inhibition above about 12%
Vc quorum ag: inducers of Vibrio cholerae quorum light production without autoinducers, primary screen, BH1578 luxS cqsA deficient, single point; V. cholerae BH1578 lux reporter, luminescence, 6 h; AID 588436, 2011; hit rate 0.16% among 350,000; activation, % at 18.7 µM; in the data active means activation mostly above about 9.7%, no sharp cut-off; inconclusive means no clear call, values can overlap the other calls; inactive means mostly below about 3.7%; further: not every result past the cut was called active; inactives centre near 0; reference of the scale not given here
BoNT A protease: BoNT/A light chain protease inhibitors, primary screen, biochemical, flow cytometry, MLPCN library. Botulinum neurotoxin type A light chain protease (Clostridium botulinum A str. ATCC 3502). multiplex microsphere protease substrate cleavage. inhibition, % at 10 µM. hit rate 0.17% among 360,000. AID 588499, 2011; further: plate controls were buffer without enzyme for full effect and enzyme alone for no effect
* marks the source's active call; other numbers are inactive results; i = inactive; ? = inconclusive; · = not tested or not shown; & = joins results of further samples. Unless noted, no stated cut-off is given here; in the data, active means inhibition above about 30%; inconclusive means no clear call, values can overlap the other calls; inactive means below that. An excerpt; rates above refer to the full screens.

Every second line gives: Yp Topo-I inh	SSB-PriA inh	TcdB GH inh	PfHsp40 yeast	DUSP3 inh	Anthrax LF prot	CCHF vOTU inh	3CLpro inhibitor	Vc quorum ag	BoNT A protease
- O=C(CNC(=O)c1ccco1)N/N=C/c1ccc(C(=O)O)cc1
    24	·	-0.6	-1.7	1	0	-1	-1	-0.4	-0.8
- CC1C(=NO)C(C)C(c2ccccc2)NC1c1ccccc1 (stereo not given)
    -1	-21	0.9	-0.3	24	-1	1	-4	-0.6	?
- COc1ccccc1N1CCN(Cc2ccc(SC)cc2)CC1
    3	8	2.4	-1.3	9	-12	8	5	-0.8	2.1
- CCN(CC)C(=O)c1ccc2c(c1)C1C(Cl)C(Sc3ccccc3[N+](=O)[O-])CC1C(C(=O)O)N2 (stereo not given)
    4	64*	·	3.2	-1	?	·	-13	-0.1	?
- O=C1CS/C(=N/N=C/c2ccc(OS(=O)(=O)c3ccccc3)cc2)N1
    3	·	0.0	-0.5	1	2	1	2	-0.8	-0.7
- O=C(c1cccc(C(F)(F)F)c1)N1CCN(S(=O)(=O)c2ccc(Cl)s2)CC1
    35	12	1.6	2.3	2	-3	11	-1	i	1.0
- Cc1ccc2c(c1)c1c3n2CCN(CCC#N)C3CCC1 (stereo not given)
    -7	·	-1.7	·	·	1	-2	·	-1.2	-0.1
- COC(=O)c1ccc(S(=O)(=O)NCc2ccco2)n1C
    -1	5	-0.4	-1.3	-3	-5	-2	4	-0.4	-0.5
- Cc1cccc(NC(=O)COC(=O)CN2C(=O)c3ccccc3C2=O)c1
    -1	·	-0.2	·	·	-4	-6	·	i	-0.8
- CSc1ccccc1C(=O)Nc1ncn[nH]1
    -2	-2	0.9	1.0	1	-6	-5	-5	0.7	-10
- Cc1ccc(NC(=O)CSc2nnc3c(n2)[nH]c2ccccc23)cc1
    13	-3	-1.4	-1.0	17	-8	-2	0	-4.0	0.4
- O=C(NC1CCCC1)C(c1cccnc1)N(Cc1ccc(F)cc1)C(=O)c1csnn1 (stereo not given)
    13	-7	0.3	0.1	6	4	-3	-2	-3.8	3.8
- Cc1ccc2c(c1)N(C(=O)CCC(=O)NCCN1CCOCC1)CCO2
    -1	-3	1.4	-0.5	17	-7	-3	-2	-0.3	0.2
- COc1ccc(-c2nc(CS(=O)CC(=O)N3CCC4(CC3)OCCO4)c(C)o2)cc1 (stereo not given)
    9	-10	·	-0.8	37	-2	-7	2	·	0.3
- COc1cccc(N(CC(=O)NCc2cccnc2)S(C)(=O)=O)c1
    2	-7	·	-0.9	25	-1	-7	2	i	0.1
- CC(=O)c1ccc(NC(=S)N2CCN(C(=S)Nc3ccc(C(C)=O)cc3)C(C)C2)cc1 (stereo not given)
    1	-6	-0.8	-1.0	25	0	1	-2	-0.7	0.3
- O=C(COc1cc(F)ccc1[N+](=O)[O-])NCCN1C(=O)CSC1=O
    5	-4	-1.3	-0.3	·	0	-20	·	9.7	-0.7
- COC(=O)C1=C(C)N(Cc2ccccc2)C(=O)N[C@H]1c1cccc(C(F)(F)F)c1
    2	-2	·	-1.4	22	-2	4	·	-0.1	-1.4
- CC(C)(C)OC(=O)NCCCC[C@H](NC(=O)c1[nH]cnc1C(=O)Nc1ccc(CNC(=O)OC(C)(C)C)cc1)C(=O)OC(C)(C)C
    ·	-11	1.1	·	7	·	26	·	·	·
- COCCNC(=S)N(CCc1c(C)[nH]c2ccccc12)Cc1cccnc1
    0	7	-0.5	0.7	·	-6	16	-3	i	-3.1
- Cc1ccc2nc(SCC(=O)NC3CCS(=O)(=O)C3)[nH]c2c1 (stereo not given)
    7	-1	-4.7	-0.8	·	-9	5	·	i	-0.7
- COc1ccc2c(c1)OC[C@H]1[C@H]2N2C(=O)CN(C)C(=O)[C@@]2(C)[C@H]1c1ccccc1
    2	-17	-0.1	-0.4	·	-10	7	·	-0.8	0.1
- CSc1ccc(/C=C(\C(=O)O)c2ccc(S(=O)(=O)N3CCCCC3)s2)cc1
    3	5	-1.1	4.0	38	1	20	4	-0.2	1.4
- O=C(CNC(=O)c1ccccc1Br)NCCSc1ccc(Br)cc1
    22	-1	0.9	-1.9	·	-2	-5	·	i	-1.6
- COc1cc(-c2cc3nc(NCc4ccco4)ccn3n2)cc(OC)c1OC
    -1	·	0.1	·	·	-12	0	·	-0.6	-0.8
- CCOC(=O)c1c(C)[nH]c(C)c1S(=O)(=O)N(C)CC(=O)Nc1ccc(C)cn1
    -4	4	0.1	-0.3	-10	-4	6	0	-0.2	-1.3
- COc1ccc(N=C2SC(C(=O)Nc3ccc(C(=O)O)cc3)CC(=O)N2Cc2cccs2)cc1 (stereo not given)
    14	5	1.2	1.0	22	-1	10	5	-0.3	-0.1
- O=C(Nc1ccc(NC(=S)NC(=O)c2cccs2)cc1)c1ccco1
    38	-1	0.1	-0.8	39	-9	-7	1	-0.2	-1.4
- Cc1noc(C)c1C(=O)NC(Cc1c[nH]c2ccccc12)C(=O)O (stereo not given)
    1	-3	0.1	0.7	·	-3	2	·	i	-0.2
- S=c1nc(-c2cc(Cl)cc(Cl)c2)[nH][nH]1
    0	-14	5.0	1.8	24	2	4	2	-0.4	-3.0

Some of the entries above, set out differently:
Structure,Yp Topo-I inh,SSB-PriA inh,TcdB GH inh,PfHsp40 yeast,DUSP3 inh,Anthrax LF prot,CCHF vOTU inh,3CLpro inhibitor,Vc quorum ag,BoNT A protease
CC1C(=NO)C(C)C(c2ccccc2)NC1c1ccccc1 (stereo not given),-1,-21,0.9,-0.3,24,-1,1,-4,-0.6,?
COc1ccccc1N1CCN(Cc2ccc(SC)cc2)CC1,3,8,2.4,-1.3,9,-12,8,5,-0.8,2.1

Further records follow:
Every second line gives: Yp Topo-I inh	SSB-PriA inh	TcdB GH inh	PfHsp40 yeast	DUSP3 inh	Anthrax LF prot	CCHF vOTU inh	3CLpro inhibitor	Vc quorum ag	BoNT A protease
- Cc1ccc(NC(=O)c2ncn(CC(=O)NCC(C)c3ccccc3)n2)cc1C (stereo not given)
    22	2	-9.1	0.1	·	-6	7	·	i	-0.8
- O=C(N/N=C/c1ccccc1OC(F)F)NC1CCCCC1
    -9	i	0.8	-0.4	13	0	16	0	-0.5	1.0
- COc1ccc(C(C#N)C2(C)OCCO2)cc1OC (stereo not given)
    9	-13	·	-0.6	3	0	-7	3	3.2	0.5
- Cn1c(OCc2ccco2)nc2c1c(=O)n(Cc1ccc(Cl)c(Cl)c1)c(=O)n2C
    4	-11	·	1.7	-9	0	·	4	i	0.5
- CCCCC(=O)N/N=C/c1c(O)n(CCc2ccccc2)c(=O)[nH]c1=O
    0	·	0.6	·	9	-16	-5	4	i	-2.8
- CCn1c2ccccc2c2nc3cc(OC)c(OC)cc3nc21
    0	-20	·	-0.4	19	23	-4	2	i	50*
- COC(=O)c1nn2c(C(F)(F)F)cc(-c3ccc(Br)o3)nc2c1Br
    -2	-6	·	0.9	-7	-2	-1	4	i	2.3
- COc1ccc(C(C#N)N2CCOCC2)cc1 (stereo not given)
    4	3	·	-1.1	45	-4	19	-6	-0.1	-0.2
- CCCNc1cc(C)oc(=O)c1C(=O)CC
    4	-14	-6.5	0.0	37	0	9	5	-0.5	0.1
- CCOC(=O)c1[nH]c2ccccc2c1N=CN(C)C
    -5	-3	·	3.5	·	-1	8	-4	i	0.0
- CCOc1ccc(/C=N/NC(=O)c2nnn(-c3nonc3N)c2CN(C)C2CCCCC2)cc1
    0	·	1.3	0.1	20	-2	15	6	0.0	1.0
- COc1ccccc1-c1cc(C(=O)Nc2cc(C)on2)no1
    0	-12	0.3	-1.0	0	-3	9	-1	-9.7	1.0
- CNC(=O)COc1coc(CN2CCN(c3ccccc3F)CC2)cc1=O
    0	-8	-0.2	0.3	20	2	0	-1	-0.3	1.7
- O=C(CSc1ccc2nnc(-c3ccccn3)n2n1)Nc1cccc(F)c1
    5	-4	0.9	-0.9	2	0	16	4	i	-2.4
- Cc1nn(C)c(C(=O)NC2C3CC4CC(C3)CC2C4)c1Cl (stereo not given)
    5	-2	·	2.8	-23	0	-3	-2	-0.2	-1.2
- O=C(O)/C=C/C(=O)Nc1ccc(SC(F)(F)F)cc1
    9	2	·	-0.3	3	8	10	3	-0.4	0.0
- COc1ccc(NC(=O)C2CC(=O)N(CCc3ccc(F)cc3)C2)c(OC)c1 (stereo not given)
    -1	-4	0.2	-0.9	-7	-1	1	-1	i	-0.7
- O=C(c1c(F)cccc1Cl)N1CCN(c2ccccn2)CC1
    -2	4	0.5	0.6	-3	-4	4	-1	i	0.1
- COc1ccc(NS(=O)(=O)c2cccc(NC(=O)CCC(=O)c3cccs3)c2)cc1
    -5	-10	1.0	-1.2	-10	-1	8	4	-0.3	-0.9
- CC(CCc1ccccc1)NS(=O)(=O)c1ccccc1F (stereo not given)
    11	-11	-0.1	1.2	30	1	12	-4	-0.2	0.0
- O=S(=O)(c1ccc2ccccc2c1)N1CCN(S(=O)(=O)c2c(F)cccc2F)CC1
    10	-24	1.4	15	·	-5	-11	·	-0.4	-1.1
- O=C(CCC(=O)c1cccs1)NCC(=O)Nc1ccc(F)c(F)c1F
    -6	-20	0.3	0.0	8	0	-8	4	0.7	0.5
- CCOC(=O)C1=C(C)N=c2sc(=C(C)C)c(=O)n2C1c1ccc(N(C)C)cc1 (stereo not given)
    24	5	-0.2	0.1	·	-5	-16	-4	6.2	-0.1
- CC(C)Oc1cc(NC(=O)CS(=O)CC(=O)N(C)C)c(Cl)cc1Cl (stereo not given)
    -8	-6	0.8	0.3	8	-3	-1	3	i	-1.1
- CC(=O)Nc1ccc(Nc2cc(C)nc3c(-c4ccc(Cl)cc4)cnn23)cc1
    -10	-11	·	?	-2	-1	4	1	-0.3	0.1
- COc1ccc(S(=O)(=O)N2CCC(Cc3ccccc3)CC2)cc1C(N)=O
    4	-1	-0.3	-0.6	9	18	-4	3	i	-1.0
- CC(C)c1cc(N2CCOCC2)n2ncc(-c3ccccc3)c2n1
    4	-16&-1	1.9	-1.2	-10	-2	2	2	0.8	-1.9
- Cc1nc2cc(-n3ccc(=O)cc3)ccc2n1-c1ccccc1
    0	-8	·	-0.8	13	-2	-11	1	6.2	-1.1
- CC1CCN(S(=O)(=O)c2ccc3c(c2)N(CC(=O)NCCN2C(C)CCCC2C)C(=O)CS3)CC1 (stereo not given)
    0	1	1.1	-0.6	23	0	-1	2	i	-0.6
- OCC(O)C1OC(Nc2ccc(Cl)cc2)C(O)C1O (stereo not given)
    6	-7	-2.4	-0.8	-1	-1	12	3	-0.5	-0.2
- COC(=O)C1=C(C)NC(C)=C(C(=O)OC)C1c1cc2cc(C)ccc2[nH]c1=O
    7	-12	·	0.6	-16	-4	-19	6	2.1	0.4
- O=c1c(Cl)c(N2CCCCC2)cnn1-c1nc2ccccc2[nH]1
    4	-5	·	-0.7	8	-17	15	-7	·	-1.4
- CCCCn1c(=O)c(C(=O)Nc2ccccc2S(N)(=O)=O)c(O)c2ccccc21
    0	-13	·	0.8	4	0	9	2	i	1.2
